IkB sig inh = inhibitors of IkB signaling in ABC-DLBCL cells; 110,000 compounds, 0.04% hits; Potency, µM (top dose mostly 57.1 µM), for the others: top-dose IkBa stabilization activation; ABC-DLBCL IkBa-CBG/CBR dual luciferase ratio, 4 h; response scale: scaled: untreated 0%, proteasome inhibitor 100%; active means well fitted curve in the direction sought with a large enough effect in the signal ratio, not every such curve was filed as active; inconclusive means small, poorly fitted or top-dose-only effect, or a change in a side signal; the % refers to the signal ratio;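 further: the direction sought is a rising ratio; 0% = basal untreated cells and 100% = reference inhibitor full response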
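Curves were fitted separately to fusion (green), unfused (red) and ratio luminescence, then classed by r2, magnitude and activity. Cells: OCI-Ly3, 4 h compound plus doxycycline at 37C; 10 uM MG-132 defined full response.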
Peg3 imprint = induces erasure of genomic imprints in mouse ES cells | mouse ES Peg3-LacZ reporter, beta-gal luminescence, 40 h | Potency, µM (highest dose often 60.7 µM), for the others: at the highest dose activity change, positive = activation, hits mostly activators | 110,000 compounds, 0.02% hits;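 further: 0% = negative control wells on the plate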
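Each well holds 300 Peg3LacZ-Neo (maternal) female ES cells incubated 40 h at 37C, 5% CO2. LacZ is measured by BetaGlo luminescence, with AC50 and maximum efficacy derived from dose-response curves.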
p53ts 32C kill = cytotoxicity in p53ts cells at permissive temperature | AID 924 | Potency, µM (highest dose often 46.1 µM), inactives show at the top dose activity change, negative = cytotoxicity, actives largely listed as cytotoxic | 130,000 compounds, 0.93% hits | H1299-p53A138V at 32C, ATP luminescence viability, 24 h;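 further: 0% = DMSO and -100% = full killing by reference compound; nearly all actives have a fitted effect of over 55% in size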
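H1299-p53 A138V cells (temperature-sensitive p53) exposed 24 h to up to 46 uM compound at 32C, where p53 is wild-type in conformation. Viability read as ATP luminescence and normalised to DMSO and 100 uM tamoxifen. AC50 fitted with the Hill equation.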
p53ts 39C tox = p53ts cell cytotoxicity, nonpermissive temperature; H1299-p53A138V viability at 39C, ATP luminescence, 24 h; Potency, µM (top dose mostly 46.1 µM), inactives show at the top dose activity change, negative = cell killing, usual class: cytotoxic; 130,000 compounds, 1.5% hits; AID 902; further: nearly all actives have a fitted effect of over 55% in size
The depositor's hits bear a star; u = inconclusive; x = no result given; [ ] = dose if it differs, or a comment. Unless noted, the call rests on the fitted dose curve; in most records, active means well fitted curve in the direction sought with a large enough effect; inconclusive means small, poorly fitted or top-dose-only effect, or another doubt; inactive means no such curve, though single readings can be large; an effect the other way counts as inactive or inconclusive. Unless noted, on the % scale 0 is the no-effect control and ±100 the full control effect; potency means the concentration at half of the fitted maximal effect.

#1 Cc1c(N(C)C(=O)c2ccc3c(c2)OCO3)c(=O)n(-c2ccccc2)n1C
#2 Cc1ccc(-c2nc(SCC(=O)N3CCc4ccccc43)c3c(=O)n(C)c(=O)n(C)c3n2)cc1
#3 Cc1ccc(NC(=O)CCNS(=O)(=O)c2cccs2)cc1F
#4 CCCCCn1c(-c2ccc(OC)c(OC)c2)nc2ccccc21
#5 COc1ccc(CC(=O)Nc2cc(C)on2)cc1
#6 CCOC(=O)c1[nH]c2ccccc2c1NC(=O)c1ccc(OC)c(OC)c1

Assay by compound	1	2	3	4	5	6
IkB sig inh	x	-1.0%	-4.0%	-2.4%	2.6%	-0.9%
Peg3 imprint	x	-8.1%[10.9 µM]	-6.4%[10.9 µM]	-7.1%[10.9 µM]	-5.9%	-7.7%[10.9 µM]
p53ts 32C kill	11.3%	0.0%	1.7%	3.4%	-6.8%	-0.9%
p53ts 39C tox	5.6%	-1.1%	27.1%	u	-12.4%	-10.3%

#7 Cn1c(CCC(=O)Nc2ccc(N3CCOCC3)cc2)nc(=O)c2ccccc21
#8 COc1cc(NC2c3ccccc3C(=O)N2c2ccc(C)cn2)cc(OC)c1OC (configuration not stated)
#9 CC1(C)OCC(CSC2=C(SCC3COC(C)(C)O3)C(=O)c3ncccc3C2=O)O1 (configuration not stated)
#10 CCOC(=O)c1c(C)c(-c2ccccc2)n(CC(=O)Nc2ccc(OCC)cc2)c1C
#11 N#CCCn1c(=O)cnc2cnc(Oc3cccc(Cl)c3)nc21
#12 Cc1cc(Cl)c(S(=O)(=O)Nc2ccc(Cl)cn2)cc1OCC(N)=O

Assay by compound	7	8	9	10	11	12
IkB sig inh	-1.6%	-2.1%	x	0.4%	0.1%[11.4 µM]	x
Peg3 imprint	5.9%	-14.2%	-52.5%[inhibitor]	-13.5%[10.9 µM]	-11.9%	x
p53ts 32C kill	-8.3%	-7.0%	u	0.8%	0.0%	11.6%
p53ts 39C tox	-7.4%	-0.6%	u	u	21.0%	-0.6%

#13 Cn1cc(S(=O)(=O)Nc2ccc(F)cc2F)c(=O)n(C)c1=O
#14 CCOC(=O)N1CCC(NC(=O)c2cc(C)c3c(C)nn(-c4ccccc4)c3n2)CC1
#15 CCOC(=O)c1c(NS(=O)(=O)c2cccc(OC)c2)sc2c1CCC2
#16 O=C(NC12CC3CC(CC(C3)C1)C2)C1=COCCO1
#17 CCOC(=O)c1ccc(NC(=O)CC2C(=O)N(c3ccc(F)cc3)C(=O)N2Cc2cccnc2)cc1 (configuration not stated)
#18 CC(C)NCC(O)COc1c(F)cc(Br)cc1F (configuration not stated)

Assay by compound	13	14	15	16	17	18
IkB sig inh	2.1%	-2.5%	4.7%	0.2%	-1.4%	0.1%
Peg3 imprint	-16.0%	-11.8%	24.4%	-6.7%	u	-18.0%
p53ts 32C kill	9.7%	-10.1%	12.4%	-1.9%	-7.7%	-8.2%
p53ts 39C tox	15.0%	15.0%	-4.2%	-6.7%	-14.0%	0.8%

#19 c1ccc2c(c1)CC1(CCCCC1)n1nnnc1-2
#20 CCC(=O)NC1(C(F)(F)F)C(=O)NC(C)=C1C#N (configuration not stated)
#21 Cc1ccc(NC(=O)CS(=O)CC(=O)N(C2CCCC2)C(C)C(=O)NC2CCCCC2)cc1 (configuration not stated)
#22 CC1CCC(n2c(=S)[nH]c3ccccc3c2=O)CC1 (configuration not stated)
#23 CCN(CC)S(=O)(=O)c1nnc(NC(=O)COc2ccc(C)cc2)s1
#24 CSc1cc(C)nc(NC(C)=O)n1

Assay by compound	19	20	21	22	23	24
IkB sig inh	x	u	2.7%	-4.0%	-0.7%	-1.1%
Peg3 imprint	x	-10.4%	-2.2%	-14.1%	-8.1%[10.9 µM]	-2.1%
p53ts 32C kill	13.4%	-3.9%	6.0%	1.6%	-5.8%	1.4%
p53ts 39C tox	2.5%	-8.0%	-4.7%	10.6%	-10.9%	4.9%

#25 Cc1nn(C)c(C)c1CN(C)C(=O)CCCC(=O)O
#26 CCC1=C(OC(=O)N(CC)CC)N2C(=O)OC(=NCC3CC3)[C@]2(Cc2ccccc2)[C@H]2C1=CC[C@H]1C(=O)NC(=O)[C@H]12
#27 CS(=O)(=O)N1CCC(C(=O)Nc2ccc(Oc3ccccc3)cc2)CC1
#28 CCOC(=O)C1=C(C)N=c2s/c(=C3\C(=O)Nc4ccccc43)c(=O)n2C1c1ccc2c(c1)OCO2 (configuration not stated)
#29 O=C(CCCOc1ccc(Cl)cc1)Nc1nncs1
#30 COc1cc2c(cc1OC)C1=C(C#N)CN(C3CCCCC3)CN1CC2

Assay by compound	25	26	27	28	29	30
IkB sig inh	x	x	-3.9%	3.4%	-1.0%	8.7%
Peg3 imprint	x	-7.0%	-22.5%	-19.1%	-8.4%	-4.8%
p53ts 32C kill	12.9%	26.1%	-4.9%	0.9%	-2.2%	-16.1%
p53ts 39C tox	31.0%	-9.9%	4.6%	8.7%	-0.7%	-6.3%

#31 CCC(=O)N1CCc2cc(CNC(=O)c3cccc(N(C)C)c3)ccc21
#32 O=C(O)c1sccc1S(=O)(=O)Nc1ccc(Cl)cc1
#33 Cc1nnc(SCC(=O)NCc2ccccc2Cl)n(N)c1=O
#34 COc1ccc(OCC(=O)Nc2cccc(C(=O)OCc3cc(=O)n4nc(C)sc4n3)c2)cc1
#35 O=C(NCCc1nc2ccccc2[nH]1)/C(=C/c1ccco1)NC(=O)c1ccc(Br)cc1
#36 CCOc1cccc(CNCCNC(=O)c2nonc2N)c1

Assay by compound	31	32	33	34	35	36
IkB sig inh	-1.4%	x	x	u	x	-4.4%
Peg3 imprint	-9.7%[10.9 µM]	-5.5%	x	21.1%[10.9 µM]	x	-8.4%[10.9 µM]
p53ts 32C kill	0.3%	-16.7%	4.4%	-8.1%	20.9%	-4.3%
p53ts 39C tox	6.2%	-5.8%	4.1%	-9.9%	-14.0%	6.6%

#37 Cc1cc(C)cc(N2C(=O)CC(c3ccc(C(F)(F)F)cc3)C3=C2COC3=O)c1 (configuration not stated)
#38 Cc1ccc(C)c(CN2CCCN(Cc3ccc(F)cc3)S2(=O)=O)c1
#39 CCOC(=O)C1CCCN(C(=O)c2ccc3c(c2)N(Cc2cccc(Cl)c2)C(=O)c2ccccc2S3(=O)=O)C1 (configuration not stated)
#40 COc1ccc(CNC(=O)c2cnc3sc(N4CCCC4)nn3c2=O)cc1OC
#41 COc1ccc(C)cc1S(=O)(=O)Nc1ccccc1C
#42 COc1cc(NC(=O)c2nc3ccccc3nc2N2CCCCC2)cc(OC)c1OC

Assay by compound	37	38	39	40	41	42
IkB sig inh	-0.5%	u	0.5%	-2.0%	0.4%	u
Peg3 imprint	-10.7%[10.9 µM]	9.4%[10.9 µM]	14.7%[10.9 µM]	15.8%[10.9 µM]	5.7%	-4.1%[10.9 µM]
p53ts 32C kill	-11.3%	0.0%	10.9%	-4.5%	9.1%	6.6%
p53ts 39C tox	2.4%	-23.2%	4.9%	-22.6%	6.9%	-1.5%

#43 COc1ccc(Cl)cc1C(=O)CSc1nc(N)cc(N)n1
#44 O=C1c2ccc(Oc3ccc4c(c3)C(=O)N(CCCCO)C4=O)cc2C(=O)N1CCCCO
#45 CCOc1ccc(-n2cnnn2)cc1S(=O)(=O)N1CCCCC1
#46 O=C(O)CSCC(=O)NCc1ccccc1
#47 Cc1cc(C)cc(NC(=O)CSc2nnc(Cc3cccn3C)n2-c2ccc(F)cc2)c1
#48 c1cc(-c2nc3cc(Cc4ccc5oc(-c6ccncc6)nc5c4)ccc3o2)ccn1

Assay by compound	43	44	45	46	47	48
IkB sig inh	u	u	-2.3%	2.3%	u	0.2%
Peg3 imprint	-23.1%	5.4%	-0.7%	-3.5%	-7.3%	8.5%
p53ts 32C kill	-14.1%	0.1%	1.4%	-6.6%	18.9%	3.9%
p53ts 39C tox	-12.7%	-11.4%	6.0%	4.1%	-8.1%	3.5%

#49 Cc1nc(N2CCN(C(=O)c3ccco3)CC2)c2oc3ccccc3c2n1
#50 CCOc1ccc(N(CC(=O)Nc2ccc(C)cc2)S(=O)(=O)c2c(C)noc2C)cc1
#51 COc1ccc(-c2[nH]nc3c2C(c2ccccc2OC(=O)N2CCOCC2)C(C#N)=C(N)O3)cc1 (configuration not stated)
#52 O=C(CSc1nncc2ccccc12)N1CCOCC1
#53 O=C(c1csnn1)N1CCC[C@@]2(CCN(Cc3cc(C(F)(F)F)cc(C(F)(F)F)c3)C2)C1
#54 CN1CCN(C(=O)C2CC(c3c(F)cccc3Cl)=NO2)CC1 (configuration not stated)

Assay by compound	49	50	51	52	53	54
IkB sig inh	u	0.6%	0.7%	u	1.1%[11.4 µM]	0.0%
Peg3 imprint	-18.7%	-11.4%	4.2%	-13.0%	x	5.0%
p53ts 32C kill	-1.9%	-5.3%	6.1%	6.9%	-4.4%	2.2%
p53ts 39C tox	-1.6%	-4.8%	4.8%	7.2%	-0.5%	10.9%

Part of the list above in order of molar mass, high to low.
#53 O=C(c1csnn1)N1CCC[C@@]2(CCN(Cc3cc(C(F)(F)F)cc(C(F)(F)F)c3)C2)C1
#51 COc1ccc(-c2[nH]nc3c2C(c2ccccc2OC(=O)N2CCOCC2)C(C#N)=C(N)O3)cc1 (configuration not stated)
#49 Cc1nc(N2CCN(C(=O)c3ccco3)CC2)c2oc3ccccc3c2n1

Assay by compound	53	51	49
IkB sig inh	1.1%[11.4 µM]	0.7%	u
Peg3 imprint	x	4.2%	-18.7%
p53ts 32C kill	-4.4%	6.1%	-1.9%
p53ts 39C tox	-0.5%	4.8%	-1.6%

2 of the compounds above, with tabs:
no.	canonical_smiles	IkB sig inh	Peg3 imprint	p53ts 32C kill	p53ts 39C tox
52	O=C(CSc1nncc2ccccc12)N1CCOCC1	u	-13.0%	6.9%	7.2%
53	O=C(c1csnn1)N1CCC[C@@]2(CCN(Cc3cc(C(F)(F)F)cc(C(F)(F)F)c3)C2)C1	1.1%[11.4 µM]	x	-4.4%	-0.5%

(cont.)
#55 COC(=O)c1ccc(C(=O)OC)c(NC(=O)Nc2ccc3c(c2)OCO3)c1
#56 CCOc1ccccc1NC(=O)c1nnn(CC(=O)Nc2ccc(OC)c(OC)c2)c1N
#57 CS(=O)(=O)N1CCC[C@@]2(CCN(C(=O)Nc3ccccc3)C2)C1
#58 CSc1ccc(-c2nnn(CC(=O)NCc3ccccc3)n2)cc1
#59 Cc1cc(C)n(Cc2nc3ccccc3n2C)n1
#60 CCn1c2ccccc2c2cc(CN3CCN(Cc4ccccc4Cl)CC3)ccc21

Assay by compound	55	56	57	58	59	60
IkB sig inh	-2.2%	u	0.3%[11.4 µM]	-1.8%	0.5%	-0.8%
Peg3 imprint	6.0%	14.0%[10.9 µM]	x	-25.4%	1.2%	11.6%[10.9 µM]
p53ts 32C kill	-15.9%	-12.2%	0.2%	10.4%	-1.9%	-15.2%
p53ts 39C tox	-0.4%	-10.4%	4.7%	7.4%	7.1%	-24.9%

#61 Cc1cc(Cl)c(S(=O)(=O)NCc2ccncc2)cc1OCC(N)=O
#62 CC(C)CNc1cc(Cl)c(S(=O)(=O)NCC(C)C)cc1C(=O)O
#63 Cc1ccc(S(=O)(=O)N(C)CCCC(=O)N2CCN(C=O)CC2)cc1
#64 CCOC(=O)Cn1nnc(-c2ccccc2)n1
#65 CCNC(=O)C(Sc1ccccc1)c1ccccc1 (configuration not stated)
#66 COCCCNC(=O)c1ccc(C)c(-n2c(C)nc3cccnc32)c1
#67 Cc1cccc(CNc2ncnc3ccc(-c4cccnc4)cc23)c1
#68 CCOC(=O)CN(C(=O)CSc1nnc(-c2cccc(OC)c2)o1)c1ccc(F)cc1

Assay by compound	61	62	63	64	65	66	67	68
IkB sig inh	-0.8%	2.5%	3.3%	x	x	1.1%	-3.8%[11.4 µM]	8.8%
Peg3 imprint	-7.5%	-5.2%	-18.3%	x	x	-3.6%[10.9 µM]	-31.1%[inhibitor]	x
p53ts 32C kill	-0.4%	-8.9%	5.4%	3.8%	-24.0%	4.2%	-3.3%	-3.5%
p53ts 39C tox	9.2%	-4.2%	20.1%	-5.6%	3.1%	-7.6%	-7.8%	-10.3%

High-throughput results (PubChem)
